# IDE exosite FP – exo-site inhibitors of human insulin-degrading enzyme | P14735 | purified IDE, FL-6b probe fluorescence polarization; stronger effect = lower value | z-score at 20 µM | 17,000 tested, 6.3% active | AID 1259349;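 active = z-score of -3 or lower, meaning strong loss of probe binding signal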;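 also: His-tagged human IDE residues 42-1019 made in E. coli with 30 nM FL-6b probe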
# Target sequence (P14735 42-1019 limits assumed): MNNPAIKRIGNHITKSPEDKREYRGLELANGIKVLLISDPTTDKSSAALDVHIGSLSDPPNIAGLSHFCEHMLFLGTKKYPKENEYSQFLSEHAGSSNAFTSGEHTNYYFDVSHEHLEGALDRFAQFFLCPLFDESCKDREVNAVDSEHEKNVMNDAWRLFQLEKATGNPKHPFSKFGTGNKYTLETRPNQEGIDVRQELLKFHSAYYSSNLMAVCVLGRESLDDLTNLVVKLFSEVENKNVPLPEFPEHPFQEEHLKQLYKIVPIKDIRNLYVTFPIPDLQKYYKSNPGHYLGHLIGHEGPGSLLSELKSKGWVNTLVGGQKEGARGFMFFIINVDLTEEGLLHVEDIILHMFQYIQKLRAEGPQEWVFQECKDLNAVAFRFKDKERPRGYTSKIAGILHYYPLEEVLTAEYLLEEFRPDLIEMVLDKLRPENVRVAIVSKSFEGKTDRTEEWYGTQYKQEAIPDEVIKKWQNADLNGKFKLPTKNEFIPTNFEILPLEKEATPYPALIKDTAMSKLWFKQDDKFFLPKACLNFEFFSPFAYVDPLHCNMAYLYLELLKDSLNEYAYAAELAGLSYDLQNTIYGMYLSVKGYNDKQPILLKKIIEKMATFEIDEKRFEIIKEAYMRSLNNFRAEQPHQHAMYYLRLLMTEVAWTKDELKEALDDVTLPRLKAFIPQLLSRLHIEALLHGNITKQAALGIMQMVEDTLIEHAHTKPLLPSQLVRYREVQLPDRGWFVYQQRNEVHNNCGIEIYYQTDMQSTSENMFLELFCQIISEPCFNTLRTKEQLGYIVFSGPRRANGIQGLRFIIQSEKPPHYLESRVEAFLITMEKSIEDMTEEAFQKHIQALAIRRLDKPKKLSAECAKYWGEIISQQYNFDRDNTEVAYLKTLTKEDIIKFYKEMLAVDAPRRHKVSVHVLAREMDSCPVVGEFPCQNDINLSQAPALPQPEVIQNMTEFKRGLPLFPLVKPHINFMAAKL
# Starred values were filed as active, the others as inactive; & = joins results of further samples. A portion of the library. The share of hits here may be higher or lower than overall.
# Sample of the layout, 3 compounds:
SMILES,IDE exosite FP
Cc1ccccc1-c1ccccc1[C@H]1[C@@H](C#N)N(C(=O)c2cccc(F)c2)[C@@H]1CO,0.89
O=C1CNC[C@H]2[C@H](c3ccc(C#CC4CCCCC4)cc3)[C@H](CO)N12,1.6
Cc1ccccc1-c1ccc([C@H]2[C@H]3CN(C(=O)Nc4ccc(F)cc4)CCCCN3[C@H]2CO)cc1,3.4

# The list itself, from the start:
SMILES,IDE exosite FP
Cc1ccccc1-c1ccccc1[C@H]1[C@@H](C#N)N(C(=O)c2cccc(F)c2)[C@@H]1CO,0.89
O=C1CNC[C@H]2[C@H](c3ccc(C#CC4CCCCC4)cc3)[C@H](CO)N12,1.6
Cc1ccccc1-c1ccc([C@H]2[C@H]3CN(C(=O)Nc4ccc(F)cc4)CCCCN3[C@H]2CO)cc1,3.4
COc1ccccc1CN1[C@@H]2CNC[C@H]1C2c1ccc(-c2cccc(C#N)c2)cc1 (stereo partly drawn),0.47&0.4
CCNC(=O)C[C@H]1CC[C@@H]2[C@H](COC[C@H](O)CN2C(=O)C2CCCC2)O1,0.34
N#Cc1ccc(-c2ccc([C@@H]3[C@H](CO)N4CCCCN(S(=O)(=O)c5ccccc5)C[C@@H]34)cc2)cc1,2.5
COCC#Cc1ccc([C@H]2[C@@H](CO)N3C(=O)CN(C(=O)Nc4ccc(F)cc4)C[C@H]23)cc1,2.6
C[C@H](CO)N1C[C@H](C)[C@@H](CN(C)S(=O)(=O)c2cccs2)OCc2ccccc2-c2ccccc2C1=O,-0.067
Cc1noc(C)c1S(=O)(=O)N(C)C[C@H]1Oc2ccc(N(C)C)cc2C(=O)N([C@H](C)CO)C[C@@H]1C,-1.2
C[C@H]1CN([C@@H](C)CO)C(=O)c2ccccc2-c2ccccc2CO[C@H]1CN(C)Cc1cccnc1,-0.74
O=C(Nc1ccc(F)cc1)N1CCCCN2[C@H](C1)[C@H](c1ccc(C#Cc3ccccc3)cc1)[C@@H]2CO,2.5
C[C@@H]1CCCCO[C@@H](CN(C)Cc2ccc(C(F)(F)F)cc2)[C@H](C)CN([C@H](C)CO)C(=O)c2cc(NC(=O)Nc3cccc4ccccc34)ccc2O1,1.1

# Sorted by value in IDE exosite FP (largest number first): some entries from above
SMILES,IDE exosite FP
COCC#Cc1ccc([C@H]2[C@@H](CO)N3C(=O)CN(C(=O)Nc4ccc(F)cc4)C[C@H]23)cc1,2.6
O=C(Nc1ccc(F)cc1)N1CCCCN2[C@H](C1)[C@H](c1ccc(C#Cc3ccccc3)cc1)[C@@H]2CO,2.5
Cc1noc(C)c1S(=O)(=O)N(C)C[C@H]1Oc2ccc(N(C)C)cc2C(=O)N([C@H](C)CO)C[C@@H]1C,-1.2

# Carrying on.
SMILES,IDE exosite FP
O=S(=O)(c1ccccc1F)N1CCCCN2[C@H](CO)[C@H](c3ccc(-c4ccncc4)cc3)[C@H]2C1,2.6
COCC(=O)N1CC(=O)N2[C@H](CO)[C@@H](c3ccc(C#Cc4cccnc4)cc3)[C@@H]2C1,-0.3
N#C[C@@H]1[C@@H](c2ccc(C#Cc3cccc(F)c3)cc2)[C@@H](CO)N1C(=O)C1CCC1,-0.83
CCC(=O)N1CCCCN2[C@H](C1)[C@@H](c1ccc(-c3cccnc3)cc1)[C@@H]2CO,2.1
Fc1ccc(F)c(CN2[C@@H]3CNC[C@H]2C3c2ccc(-c3ccncc3)cc2)c1 (stereo partly drawn),0.17&-0.44
N#C[C@@H]1[C@@H](c2ccc(-c3cccnc3)cc2)[C@H](CO)N1C(=O)C1CCC1,1.9
CN1c2ccc(-c3ccccc3F)cc2[C@@H]2[C@@H](CCN2C(=O)Nc2cc(F)ccc2F)[C@@H]1CO,2.3
CC(C)NC(=O)N1CCCCN2[C@H](CO)[C@H](c3ccc(C#Cc4ccccc4)cc3)[C@H]2C1,-5*
CC(=O)N1[C@H](CO)[C@@H](c2ccccc2)[C@@H]1CN(C)C(=O)CN1CCOCC1,1.3
CCCNC(=O)[C@@H]1[C@@H](CO)[C@@H]2Cn3c(ccc(/C=C/c4ccccc4)c3=O)[C@@H]2N1CC1CC1,-0.81
O=C(C[C@@H]1CC[C@@H]2[C@H](COC[C@@H](O)CN2CC2CCOCC2)O1)NCC1CCCCC1,1.3
O=C(NCCN1CCCC1)c1cc2c(c(-c3cccc(C4=CCCC4)c3)n1)[C@@H](CCO)N(CC1CC1)C2,0.48
Cc1cccc(-c2ccc([C@@H]3[C@H]4CN(S(=O)(=O)c5cccs5)CCCCN4[C@H]3CO)cc2)c1,0.55
CO[C@@H]1CN(C)C(=O)c2ccc(NS(=O)(=O)c3c(C)noc3C)cc2OC[C@H](C)NC[C@H]1C,2.6
OC[C@H]1[C@H](c2ccc(C#CC3(O)CCCC3)cc2)[C@H]2CN(Cc3ccccc3F)CCCCN21,1.8
C[C@@H]1CCCCO[C@H](CN(C)C(=O)Nc2ccc3c(c2)OCO3)[C@H](C)CN([C@@H](C)CO)C(=O)c2cc(NS(=O)(=O)c3ccc(F)cc3)ccc2O1,-0.54
O=C(Nc1cccc(F)c1)N1CC(=O)N2[C@@H](CO)[C@@H](c3ccc(C#CCC4CCCC4)cc3)[C@@H]2C1,4.8
CC[C@@H]1CC=CC[C@@H](C)Oc2ccccc2C(=O)N(C)[C@@H](C)C(=O)N1 (mixture of isomers),1.5
CS(=O)(=O)N1CC(=O)N2[C@H](CO)[C@@H](c3ccc(C#Cc4cccc(F)c4)cc3)[C@H]2C1,-1.1
O=C1CCCCn2cc(nn2)COC[C@H](Cc2ccccc2)N1,-0.25
N#C[C@@H]1[C@@H](c2ccccc2-c2ccc(F)cc2)[C@H](CO)N1C(=O)Cc1cccnc1,-1.4
O=S(=O)(c1ccccc1)N1CCCCN2[C@@H](CO)[C@H](c3ccc(-c4ccccc4F)cc3)[C@@H]2C1,4.3
N#C[C@@H]1N[C@H](CO)[C@@H]1c1ccc(-c2cccc(F)c2)cc1,-1.7
COCC(=O)N1CC(=O)N2[C@H](C1)[C@H](c1ccc(C#CC3CCCCC3)cc1)[C@@H]2CO,1.5

# Given with the structure last: 2 of the compounds above.
IDE exosite FP,molecule
-0.25,O=C1CCCCn2cc(nn2)COC[C@H](Cc2ccccc2)N1
-1.4,N#C[C@@H]1[C@@H](c2ccccc2-c2ccc(F)cc2)[C@H](CO)N1C(=O)Cc1cccnc1

# Later entries
SMILES,IDE exosite FP
O=C(NC1CCCCC1)N1CC(=O)N2[C@@H](CO)[C@H](c3ccc(-c4ccccc4)cc3)[C@@H]2C1,-0.88
O=C(Nc1ccccc1Cl)N1C[C@@H]2[C@H](c3ccccc31)[C@@H](CO)N2C(=O)c1cccnc1,2.8
CNC[C@H]1Oc2ccc(NS(=O)(=O)c3ccc(OC)cc3)cc2C(=O)N([C@H](C)CO)C[C@@H]1C,1.3
CC(C)(C)S(=O)N1Cc2cc(C(=O)NCc3ccc(Oc4ccccc4)cc3)nc(-c3cccc(C#CCC4CCCC4)c3)c2[C@@H]1CCO (stereo partly drawn),3.1
CN1C(=O)c2cc(NC(=O)c3cnccn3)ccc2OC[C@@H]2O[C@@H](CC(=O)N[C@H]3CCN(Cc4ccccc4)C3)CC[C@H]21,0.15
OC[C@@H]1[C@@H](c2ccc(C#Cc3ccccc3)cc2)[C@@H]2CN(Cc3cncnc3)CCCCN12,-6.4*
OC[C@H]1[C@@H](c2ccc(-c3ccccc3F)cc2)[C@H]2CN(Cc3cncnc3)CCCCN21,-3.2*
CCC(=O)N(C)C[C@H]1[C@@H](c2ccc(-c3cccc(F)c3)cc2)[C@@H](CO)N1C(C)=O,0.11
COC(=O)C[C@H]1CC[C@H]2[C@H](COc3ccc(NS(=O)(=O)c4ccc(C)cc4)cc3C(=O)N2C)O1,-1.7
CNC[C@@H]1OCCCC[C@@H](C)Oc2ccc(N)cc2C(=O)N([C@@H](C)CO)C[C@H]1C,0.2
COc1cccc(-c2ccc([C@H]3[C@H]4CN(S(=O)(=O)c5cn(C)cn5)CCCCN4[C@H]3CO)cc2)c1,-0.71
CCC(=O)N1CC2(C1)[C@H](c1ccccc1)[C@@H](CO)N2CC1CC1,1.7
COc1ccc2c3c([nH]c2c1)[C@@H](CO)N(C(=O)CN(C)C)CC31CCN(Cc2cncnc2)CC1,-0.59
CCCNC(=O)N1[C@H](CO)[C@H](c2ccccc2)[C@H]1CNC(=O)C1CCCCC1,-1.6
C[C@@H](NC(=O)C[C@@H]1C=C[C@@H](NC(=O)c2cccnc2)[C@H](CO)O1)c1ccccc1,0.18
COc1cccc(S(=O)(=O)N2CCCCN3[C@@H](CO)[C@H](c4ccc(C#CC(C)C)cc4)[C@@H]3C2)c1,4.5
COCC(=O)N1CCCCN2[C@H](C1)[C@H](c1ccc(-c3ccc(F)cc3)cc1)[C@@H]2CO,3.3
C/C=C/c1ccc([C@@H]2[C@@H](CO)N3CCCCN(S(=O)(=O)c4ccc(F)cc4)C[C@@H]23)cc1,3.4
CO[C@@H]1CN(C)C(=O)c2cc(NC(=O)Cc3ccccc3)ccc2OC[C@@H](C)N(C(=O)c2ccccc2F)C[C@@H]1C,1.6
CN(C)C(=O)c1ccc(-c2ccc(C3[C@@H]4CN(Cc5ccccc5Cl)C[C@H]3N4)cc2)cc1 (stereo partly drawn),-0.14
COc1ccc2c3c(n(C)c2c1)[C@H](CO)NCC31CN(Cc2ccccc2Cl)C1,0.31
Cc1ccccc1S(=O)(=O)N1[C@@H](C#N)[C@H](c2ccc(-c3ccccc3)cc2)[C@@H]1CO,0.79
C[C@H]1CN([C@@H](C)CO)C(=O)CCCn2cc(nn2)CO[C@@H]1CN(C)C(=O)Nc1cccc2ccccc12,-0.77
COc1ccc(C#Cc2ccc([C@@H]3[C@@H](CO)N4C(=O)CN(C(=O)c5ccc(F)cc5)C[C@@H]34)cc2)cc1,0.45
Cc1cccc(S(=O)(=O)N2C[C@@H]3N[C@H](C2)C3c2ccc(-c3cncnc3)cc2)c1 (stereo partly drawn),0.092&1.5
C[C@@H]1CCCCO[C@@H](CN(C)C(=O)NC2CCCCC2)[C@@H](C)CN([C@@H](C)CO)C(=O)c2cc(N(C)C)ccc2O1,-0.68
COc1ccc2c3c(n(C)c2c1)[C@@H](CO)N(C(=O)C1CC1)CC31CCN(C(=O)CN(C)C)CC1,-0.44
CCCC#Cc1ccc([C@H]2[C@H](CO)N3C(=O)CN(S(=O)(=O)c4ccccc4C)C[C@@H]23)cc1,0.28
CN1c2ccc(-c3cccc(C#N)c3)cc2[C@@H]2[C@@H](CCN2C(=O)CN2CCOCC2)[C@H]1CO,1.5
O=C1CN(Cc2ccccc2)C[C@H]2[C@@H](c3ccc(-c4cccnc4)cc3)[C@H](CO)N12,1.3
NCC[C@@H]1CC[C@@H](NC(=O)NC2CCCCC2)[C@@H](CO)O1,-0.58
COc1cccc(S(=O)(=O)N2CCCCN3[C@H](C2)[C@@H](c2ccc(C4=CCCCC4)cc2)[C@@H]3CO)c1,2.7
COc1ccccc1-c1ccc([C@H]2[C@@H](CO)N(C(C)=O)[C@H]2CN(C)C(C)=O)cc1,0.14
COc1ccc(C(=O)N2C[C@H]3[C@@H](c4ccccc42)[C@@H](CO)N3C(=O)NC(C)C)cc1,2.9
CCS(=O)(=O)Nc1ccc2c(c1)C(=O)N(C)C[C@@H](OC)[C@H](C)CN(C(=O)c1ccc3c(c1)OCO3)[C@H](C)CO2,0.67
CC(C)NC(=O)N[C@@H]1CC[C@H](CC(=O)NCCCN(C)C)O[C@H]1CO,-0.058
Cc1noc(C)c1S(=O)(=O)N(C)C[C@@H]1OCc2cn(nn2)CCCC(=O)N([C@H](C)CO)C[C@@H]1C,0.49
O=C(c1ccccn1)N1C[C@H]2[C@@H](c3ccccc31)[C@H](CO)N2C(=O)C1CCCCC1,0.62
CN(C)CC#Cc1ccc([C@H]2[C@@H](CO)N3C(=O)CN(C(=O)c4cccc(F)c4)C[C@H]23)cc1,3.1
N#C[C@H]1[C@@H](c2ccccc2)[C@@H](CO)N1S(=O)(=O)c1ccc(F)cc1,5
O=C(Nc1ccccc1)N1CC(=O)N2[C@H](CO)[C@@H](c3ccc(C#CC4CCCCC4)cc3)[C@H]2C1,0.88
C/C=C/c1ccc([C@H]2[C@H]3CN(C(=O)Nc4ccccc4F)CCCCN3[C@H]2CO)cc1,1.9
COc1ccc(S(=O)(=O)Nc2ccc3c(c2)C(=O)N([C@@H](C)CO)C[C@H](C)[C@@H](CN(C)S(=O)(=O)c2ccc(Cl)cc2)OCCCC[C@H](C)O3)cc1,1.1
CCC(=O)N1[C@H](CO)[C@@H]2c3ccccc3N(C(=O)Nc3ccc(Cl)cc3)C[C@@H]21,-0.27
COc1cccc(-c2ccc(C3[C@H]4CNC[C@@H]3N4C(=O)Nc3cc(F)ccc3F)cc2)c1 (stereo partly drawn),3.7&-2
C[C@@H](NC(=O)C[C@@H]1CC[C@@H]2[C@H](COC[C@@H](O)CN2C(=O)Nc2cccc(Cl)c2)O1)c1ccccc1,1.1
CCc1csc(N2[C@@H](C#N)[C@@H](c3ccccc3C3=CCCC3)[C@@H]2CO)n1,1.4
COc1ccc2c3c([nH]c2c1)[C@@H](CO)NCC31CN(Cc2cc(F)ccc2F)C1,1.5

# Quoted from above, 2 compounds:
SMILES,IDE exosite FP
Cc1noc(C)c1S(=O)(=O)N(C)C[C@@H]1OCc2cn(nn2)CCCC(=O)N([C@H](C)CO)C[C@@H]1C,0.49
O=C(c1ccccn1)N1C[C@H]2[C@@H](c3ccccc31)[C@H](CO)N2C(=O)C1CCCCC1,0.62

# Remaining list, next part
SMILES,IDE exosite FP
COc1ccc(-c2ccccc2[C@H]2[C@@H](C#N)N(C(=O)C3CC3)[C@@H]2CO)cc1,-0.77
CC(=O)NC[C@H]1[C@H](c2ccccc2)[C@H](CO)N1C(=O)Cc1cccnc1,5.9
O=C(c1cnccn1)N1CC(=O)N2[C@@H](CO)[C@@H](c3ccc(C#CCC4CCCC4)cc3)[C@@H]2C1,1.4
COc1cc(CN2[C@@H]3CNC[C@H]2C3c2ccc(-c3ccc(C)cc3)cc2)cc(OC)c1 (stereo partly drawn),0.19
CC(=O)N1CC(=O)N2[C@H](CO)[C@@H](c3ccc(-c4cccc(C(=O)N(C)C)c4)cc3)[C@H]2C1,3.3
